Compound activity as filed in PubChem.
GDH-TPI counter – counter-screen for M. tuberculosis FBA inhibitors: GDH-TPI coupled enzymes. inhibition, % at 4.8 µM. GDH-TPI coupled enzyme counterscreen, NADH absorbance. hit rate 1.2% among 360,000;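 note: 0% = DMSO wells and 100% = wells lacking the enzyme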
BoNT-A LC inh2 – BoNT A light chain protease inhibition. multiplex microsphere protease substrate cleavage, flow cytometry. hit rate 0.17% among 360,000. inhibition, % at 10 µM. AID 588499; in the data active = inhibition above about 30%; inconclusive = no clear call, values can overlap the other calls; note: plate controls were buffer without enzyme for full effect and enzyme alone for no effect
CCHF vOTU inh – blocks the CCHF virus ovarian tumor domain protease. CCHFV vOTU protease, Pep-AMC fluorescence. inhibition, % at 11.5 µM. hit rate 0.55% among 370,000; note: 0% = vehicle wells with enzyme and 100% = no enzyme wells
FadD28 binding – inhibitors of Mycobacterium tuberculosis FadD28 bisubstrate binding. FadD28 bisubstrate probe binding, fluorescence polarization. inhibition, % at 12.5 µM. hit rate 0.22% among 360,000. AID 588549; in the data active = inhibition above about 8.5%, passing the limit was not always enough; inconclusive = no clear call, values can overlap the other calls
BoNT F protease – blocks Botulinum neurotoxin F light chain protease; Multiplex microsphere protease cleavage assay, flow cytometry; inhibition, % at 10 µM; hit rate 0.22% among 360,000; in the data active = inhibition above about 35%, passing the limit was not always enough; inconclusive = no clear call, values can overlap the other calls; note: plate controls were buffer without enzyme for full effect and enzyme alone for no effect
PrPC TRFRET – reduces human prion protein on the cell surface; P04156; cell surface PrPC, TR-FRET read-out; inhibition, % at 13.8 µM; hit rate 0.43% among 370,000; AID 720596; in the data active = inhibition above about 24%; note: 0% = median of the test wells and 100% = reference compound wells
UGM FP inh – blocks M. tuberculosis UGM enzyme | purified UGM, fluorescence polarization probe displacement | inhibition, % at 10 µM | hit rate 0.06% among 320,000 | AID 504406; in the data active = inhibition above about 10%, passing the limit was not always enough; inconclusive = no clear call, values can overlap the other calls
Target sequence (P9WIQ1 whole entry, looked up): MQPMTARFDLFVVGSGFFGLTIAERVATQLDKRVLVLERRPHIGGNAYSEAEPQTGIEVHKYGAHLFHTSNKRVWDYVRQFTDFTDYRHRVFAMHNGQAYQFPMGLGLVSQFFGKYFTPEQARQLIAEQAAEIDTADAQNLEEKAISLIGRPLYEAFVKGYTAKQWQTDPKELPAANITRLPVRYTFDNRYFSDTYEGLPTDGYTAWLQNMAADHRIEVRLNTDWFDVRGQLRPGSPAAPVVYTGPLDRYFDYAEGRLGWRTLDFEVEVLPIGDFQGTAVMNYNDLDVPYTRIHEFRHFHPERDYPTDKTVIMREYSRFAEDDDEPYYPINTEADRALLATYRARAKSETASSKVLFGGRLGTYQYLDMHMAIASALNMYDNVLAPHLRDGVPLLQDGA
Mtb BioA inh – inhibitors of Mycobacterium tuberculosis BioA enzyme; purified M. tuberculosis BioA enzyme, plate reader; hit rate 0.096% among 360,000; inhibition, % at 9.99 µM; in the data active = inhibition above about 40%; inconclusive = no clear call, values can overlap the other calls
FBA Mtb inh – inhibits M. tuberculosis FBA enzyme; purified M. tuberculosis FBA, fluorescence read-out; inhibition, % at 1 µM; hit rate 2.3% among 360,000; in the data active = inhibition above about 27%;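 note: 0% = vehicle and 100% = reference inhibitor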
Target sequence (P9WQA3 whole entry, looked up): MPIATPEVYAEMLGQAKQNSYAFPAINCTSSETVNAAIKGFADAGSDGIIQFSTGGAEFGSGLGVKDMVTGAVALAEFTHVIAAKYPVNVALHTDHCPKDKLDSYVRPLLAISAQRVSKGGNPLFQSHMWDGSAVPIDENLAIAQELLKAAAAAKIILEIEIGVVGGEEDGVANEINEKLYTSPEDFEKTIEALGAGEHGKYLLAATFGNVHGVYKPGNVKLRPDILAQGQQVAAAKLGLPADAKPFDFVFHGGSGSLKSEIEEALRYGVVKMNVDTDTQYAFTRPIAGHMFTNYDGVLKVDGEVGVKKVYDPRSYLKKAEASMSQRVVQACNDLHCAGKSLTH
* hit, by the source's call; ? = inconclusive; · = not tested or not shown. Cut-off read from the data, not from the text of the source, unless noted: active = inhibition above about 30%; inactive = the rest.

SMILES	GDH-TPI counter	BoNT-A LC inh2	CCHF vOTU inh	FadD28 binding	BoNT F protease	PrPC TRFRET	UGM FP inh	Mtb BioA inh	FBA Mtb inh
CCc1ccc(OCC(=O)Nc2ccc(S(=O)(=O)Nc3ccccn3)cc2)cc1	-4	0.1	-9	0.4	9	-2	-0.9	-0.4	5
COc1cc(OC)c2cc(C(=O)N/N=C/c3cccc(OC)c3O)[nH]c2c1	43*	5.4	-11	-0.1	3	9	-2.4	3.1	6
CCCN1CCN(C(=S)Nc2sc(CC)cc2C(=O)OC)CC1	1	-0.5	14	-2.6	-4	1	-1.6	·	-3
Cc1cc(/C=C2\C(=O)NC(=O)N(c3ccc(F)cc3)C2=O)c(C)n1-c1cccc(C(=O)O)c1	9	-0.8	6	-0.3	-2	-2	-2.1	-1.8	-4
COc1ccc(CCNC(=O)Cc2cccs2)cc1	5	0.9	-8	-2.1	0	5	0.4	-1.0	-2
COC(=O)C1=C(C)N(CCCC(=O)O)C(=O)NC1c1cccc2ccccc12 (configuration not stated)	-9	-0.8	-2	-3.7	4	0	-1.3	-1.5	1
CC(=O)c1cccc(NC(=O)NC2CCCc3ccccc32)c1 (configuration not stated)	7	-1.0	6	-1.3	-4	1	-2.5	·	6
NS(=O)(=O)c1cccc(NC(=O)/C=C/c2cccs2)c1	18	-0.3	-4	-4.9	-5	-19	0.5	·	-2
O=C(NC1CC1)c1cccc(Oc2ccccc2)c1	-5	1.1	3	-4.9	-1	5	0.1	-0.1	0
CCC(c1nnnn1Cc1ccco1)N(Cc1cc2cc(OC)ccc2[nH]c1=O)C1CCCCC1 (configuration not stated)	-2	0.7	13	-4.6	0	-3	1.9	-1.2	7
Brc1ccc(OCCCN2CCOCC2)cc1	-11	0.0	23	-3.3	-2	6	-0.3	·	-1
Cc1cc(NC(=O)CSc2n[nH]c(N)n2)no1	11	-6.2	5	1.3	-1	-3	-1.6	1.1	-1
COc1ccccc1CNC(=O)C1CCCN1S(=O)(=O)c1ccc2c(c1)C(C)(C)C(=O)N2C (configuration not stated)	3	-0.6	-2	-2.0	-5	-8	·	2.0	1
Cc1ccc(OCc2ccc(C(=O)O)o2)c([N+](=O)[O-])c1	9	-0.4	2	-2.6	-4	-9	2.7	-1.1	-1
COc1cccc(OC)c1NC(=O)CN1CCN(C)CC1	-3	-2.4	-1	-1.0	-8	-4	-0.1	-0.6	2
CC1CCC(NC(=O)CNC(=O)c2ccc3ccccc3c2)CC1 (configuration not stated)	2	-1.7	9	0.3	16	-4	-0.6	·	6
Cc1cccc(N2C(=O)C(O)=C(C(=O)c3cccs3)C2c2ccc(C(C)C)cc2)n1 (configuration not stated)	4	-0.9	21	-4.0	-14	6	1.4	·	-2
CCCNC(=S)N1CCN(C(c2ccccc2)c2ccccc2)CC1	1	0.4	6	-4.9	-5	3	-1.0	-0.6	-4
O=c1[nH]c2ccc(S(=O)(=O)NCc3ccccc3)cc2[nH]1	-1	-1.6	-3	0.0	-2	2	-0.8	·	3
Cc1nc(Nc2ccc(S(N)(=O)=O)cc2)sc1C(=O)Nc1ccccc1	35*	-0.6	-1	-0.1	-4	19	0.1	·	0
COc1cc2nc(Nc3ccc(F)cc3)nc(N)c2cc1OC	0	1.5	-1	3.7	-14	-10	2.3	3.1	11
CCOc1ccc2nc(N3CCC(C(=O)Nc4nnc(CC)s4)CC3)sc2c1	0	-0.5	8	-3.5	-13	5	1.0	-0.4	-2
COCC1CCN(C(=O)c2ccc3oc(CCCc4ccccc4)nc3c2)C1 (configuration not stated)	-3	0.2	7	-4.8	16	6	0.3	0.0	-2
CCC(C(=O)c1ccc2ncccc2c1)c1ccccc1 (configuration not stated)	-5	0.1	13	-1.5	-1	17	1.2	·	-2

Reprinted from the part before: 2 entries, followed by the next part.
SMILES	GDH-TPI counter	BoNT-A LC inh2	CCHF vOTU inh	FadD28 binding	BoNT F protease	PrPC TRFRET	UGM FP inh	Mtb BioA inh	FBA Mtb inh
COCC1CCN(C(=O)c2ccc3oc(CCCc4ccccc4)nc3c2)C1 (configuration not stated)	-3	0.2	7	-4.8	16	6	0.3	0.0	-2
CCC(C(=O)c1ccc2ncccc2c1)c1ccccc1 (configuration not stated)	-5	0.1	13	-1.5	-1	17	1.2	·	-2
O=C(NCCc1ccccn1)c1n[nH]c(=O)c2ccccc12	-12	-3.3	0	-5.4	-4	7	0.7	-0.5	-5
CC(C)CCNC(=O)C1CC(=O)N(C2CCCC2)C1 (configuration not stated)	11	0.7	-8	1.0	2	1	2.0	2.0	3
COc1ccc2oc(C(=O)N(C)Cc3ccc(OC(F)F)cc3)c(C)c2c1	19	-1.3	5	-2.0	2	-6	2.9	1.3	5
N#Cc1cc(Cl)c(N2CCOCC2)cc1C#N	5	-0.3	7	-1.0	-12	-5	-1.0	-0.2	2
Cc1cc(C)n(-c2ccc(C(=O)Nc3ccc(C)c(S(=O)(=O)N(C)C)c3)cc2)n1	11	-0.5	-5	-3.1	3	11	2.2	·	-4
COc1cc(N)c(Cl)cc1NC(=O)c1ccccc1	0	0.0	-3	0.6	-7	-1	0.0	-0.5	0
COc1ccccc1C(=O)OCC(=O)Nc1cc(S(=O)(=O)N2CCOCC2)ccc1N1CCCC1	-6	1.4	9	-3.5	4	-6	-1.6	·	1
CC(C)N(C(=S)NCc1ccccc1)C(C)C	4	0.1	-2	0.0	0	-1	1.2	-3.3	-1
CC(C)CC(OC(=O)c1nsc(Cl)c1Cl)C(=O)NCc1cccs1 (configuration not stated)	4	-0.7	-7	-1.6	-6	3	1.2	-1.9	-1
O=C(Cn1cncn1)N/N=C/c1cc([N+](=O)[O-])ccc1O	25	-1.0	-4	-2.4	2	-10	0.6	-0.1	-12
CCOc1ccc(N2CC(C(=O)NCCN3C(=O)S/C(=C\c4cccnc4)C3=O)CC2=O)cc1 (configuration not stated)	3	0.7	1	-3.5	0	3	-0.4	·	-7
COC(=O)c1sccc1NC(=O)c1cccc(Cl)c1	12	-1.1	-8	-3.3	0	9	0.0	·	-1

Whole records as entered above:
CC(C)CCNC(=O)C1CC(=O)N(C2CCCC2)C1 (configuration not stated) in the list: GDH-TPI counter = 11; BoNT-A LC inh2 = 0.7; CCHF vOTU inh = -8; FadD28 binding = 1.0; BoNT F protease = 2; PrPC TRFRET = 1; UGM FP inh = 2.0; Mtb BioA inh = 2.0; FBA Mtb inh = 3
O=C(NC1CC1)c1cccc(Oc2ccccc2)c1 in the list: GDH-TPI counter = -5; BoNT-A LC inh2 = 1.1; CCHF vOTU inh = 3; FadD28 binding = -4.9; BoNT F protease = -1; PrPC TRFRET = 5; UGM FP inh = 0.1; Mtb BioA inh = -0.1; FBA Mtb inh = 0
CCOc1ccc2nc(N3CCC(C(=O)Nc4nnc(CC)s4)CC3)sc2c1 in the list: GDH-TPI counter = 0; BoNT-A LC inh2 = -0.5; CCHF vOTU inh = 8; FadD28 binding = -3.5; BoNT F protease = -13; PrPC TRFRET = 5; UGM FP inh = 1.0; Mtb BioA inh = -0.4; FBA Mtb inh = -2

(cont.)
SMILES	GDH-TPI counter	BoNT-A LC inh2	CCHF vOTU inh	FadD28 binding	BoNT F protease	PrPC TRFRET	UGM FP inh	Mtb BioA inh	FBA Mtb inh
Cc1ccc(C)n1NC(=O)c1ccco1	6	-0.9	5	-1.7	-24	-2	-0.8	-2.3	-1
CCOC(=O)C1=C(C)NC(C)=C(C(=O)OCC)C1C(=O)OCC(=O)NCc1ccccc1OC	16	-0.3	-23	-3.0	-5	-1	-1.3	-0.1	4
CC(C)Cc1nc(N2CCN(C(=O)c3ccco3)CC2)c(C#N)c2c1CCC2	10	0.8	10	-1.0	12	-4	2.3	1.8	19
COc1cccc(NC2=Nc3cccc4cccc2c34)c1	1	-0.3	1	-5.2	-4	4	-2.4	0.0	-8
CSc1nc(N(C)NC(=O)c2cccc(C)c2)c2ccccc2n1	-10	-0.3	-2	-4.1	5	5	0.0	0.3	3
O=C(Nc1ccccc1)c1ccc(NC(=O)c2cccs2)cc1	11	0.2	13	-1.9	8	-5	-1.4	-1.8	-1
Cc1ccc(C(C(=O)NCc2ccco2)N(C(=O)CNC(=O)c2cccs2)c2ccc(C)cc2C)cc1 (configuration not stated)	7	-0.6	7	-1.2	-2	-1	1.9	-1.5	0
CCN1C[C@]2(C)CC[C@H](O)[C@]34C1[C@H](C[C@H]23)[C@@]1(O)C[C@H](OC)[C@H]2C[C@@H]4[C@@H]1C2O (some centres not stated)	5	-0.4	-8	-0.5	-9	-1	3.3	-4.2	0
CCOc1cc(CNn2cnnc2)ccc1OCC(=O)NC1CCCCC1	-8	-4.7	-2	-2.3	-6	0	1.2	1.4	-1
C/C(O)=c1/c(=O)nc2cccc3c2=c1c1ccccc1c3=O	19	1.7	1	0.2	14	-30	-1.6	-2.0	5
COC(=O)N1CCN(c2ccc(C(C)=O)cc2)CC1	15	?	5	-4.4	9	6	2.1	7.1	-3
CCCc1ccc(C(O)c2ncc(-c3ccc(OC)cc3)[nH]2)cc1 (configuration not stated)	1	-0.2	3	-2.3	-5	-1	·	-6.6	1
CCOc1ncccc1C(=O)NNC(=O)c1cccc(S(=O)(=O)Nc2ccc(OC)cc2)c1	2	0.4	-1	-4.4	1	13	0.5	0.9	-1
O=C(Nc1nc2ccc(F)cc2s1)C1=COCCO1	7	·	-1	-1.8	·	0	2.2	0.9	-2
O=C1NC(=S)NC(=O)C1=Cc1ccc2c(c1)CCN2CCCCl	-5	-3.3	·	-1.6	?	·	-0.1	3.7	-4
CN(C(=O)c1ccc(NC(=O)Cc2ccc(NC(=O)C3CCN(C(=O)C4CC4)CC3)cc2)cc1)C1CC1	-11	0.2	5	-0.8	10	1	-0.1	2.6	1
COc1cccc(NC(=O)C(c2ccccc2)N2CCCCC2)c1 (configuration not stated)	-2	0.1	-16	-2.7	0	4	-0.4	·	-5
CC(O)CC(=O)OC[C@]12CC[C@H]3[C@@](C)(CC[C@H]4C(C)(C)CCC[C@]34C)[C@@H]1CC(C1=CC(=O)OC1O)O2 (some centres not stated)	-2	0.0	14	-7.6	-4	34*	·	8.0	-1
CC(C)(C)NC(=O)C1CCN(C(=O)c2ccc(-c3ccccc3)cc2)CC1	-7	0.3	-4	-0.6	-10	-4	-0.2	1.0	0
O=P(c1ccccc1)(c1nc2ccccc2s1)N1CCOCC1 (configuration not stated)	6	?	-3	-0.4	?	-2	-2.8	-0.9	-3
CS(=O)(=O)N(CC(=O)NCc1ccccc1)Cc1ccc(Cl)cc1	5	3.4	-12	-2.1	5	5	·	0.6	3
CCN(CC)C(=O)c1ccc(NC(=O)c2ccc(-n3cncn3)c([N+](=O)[O-])c2)cc1	9	1.1	1	-0.9	-1	-35	3.7	0.3	3
Cc1nn(Cc2ccccc2)c(C)c1NC(=O)CSc1nc2c(c(C(F)(F)F)n1)CCc1ccccc1-2	6	-0.2	-7	-2.9	-3	0	-1.8	·	0
CCOc1cc(/C=C2/C(=O)NN(c3cccc(Cl)c3)C2=O)ccc1O	24	2.4	7	3.4	?	-1	2.2	-0.3	-9
O=C(NC1CCCCC1)C1CCC(CNS(=O)(=O)c2cccc3nsnc23)CC1 (configuration not stated)	13	-0.6	14	0.4	-4	5	3.9	-0.3	1
CCCCN(C)CCNC(=O)CSCc1ccc(C)cc1	-1	-0.6	7	-3.3	-5	1	-1.4	-1.0	-2
CCN(CC)S(=O)(=O)c1ccc(NC(=O)c2ccccc2N(C)S(C)(=O)=O)cc1	-8	?	2	-1.0	3	-6	2.8	3.0	6
CCOC(=O)C1(c2ccccc2)SC(C(=O)OCC)(c2ccccc2)S1 (configuration not stated)	4	-0.2	-5	0.2	2	2	·	-3.0	3
COC(=O)c1sccc1NC(=O)c1ccc(C)cc1	2	-0.6	6	-0.1	0	11	1.8	-2.4	-4
CC(NC(=O)c1ccccc1F)c1nnc(SCC(=O)NC2CCCC2)n1C (configuration not stated)	16	-3.4	12	-1.6	-3	4	0.0	-0.7	0
O=C(COC(=O)c1cccc(C(=O)OCC(=O)NCc2ccc(F)cc2)n1)NCc1ccc(F)cc1	-2	0.7	-7	-1.0	2	4	1.5	·	1
CCCN(CC(=O)Nc1ccccc1OC)C(=O)CSc1ccc(Br)cc1C	4	-0.8	5	-3.3	-12	4	-2.0	-0.2	5
O=C(CN1CCN(c2ccccn2)CC1)Nc1ccccc1F	2	-2.5	-11	-0.5	3	3	-1.0	1.7	1
